Screens from PubChem BioAssay.
GLP1R inv ag: qHTS of GLP-1 Receptor Inverse Agonists (Inhibition Mode); HEK293 GLP-1R CRE-luciferase, luminescence, 24 h; GLP-1R form is constitutively active; Potency, µM (titrated, usually from 38.3 µM), for the others: at the highest dose activity change, negative = inhibition, usual class: inhibitors; 410,000 compounds, 1.6% hits; Glucagon-like peptide 1 receptor (Homo sapiens), P43220; AID 624417, 2012; also: % is scaled to controls: 0 for no effect and ±100 for the full control effect; nearly all actives have a fitted effect of over 55% in size
Target sequence (P43220 whole entry, looked up): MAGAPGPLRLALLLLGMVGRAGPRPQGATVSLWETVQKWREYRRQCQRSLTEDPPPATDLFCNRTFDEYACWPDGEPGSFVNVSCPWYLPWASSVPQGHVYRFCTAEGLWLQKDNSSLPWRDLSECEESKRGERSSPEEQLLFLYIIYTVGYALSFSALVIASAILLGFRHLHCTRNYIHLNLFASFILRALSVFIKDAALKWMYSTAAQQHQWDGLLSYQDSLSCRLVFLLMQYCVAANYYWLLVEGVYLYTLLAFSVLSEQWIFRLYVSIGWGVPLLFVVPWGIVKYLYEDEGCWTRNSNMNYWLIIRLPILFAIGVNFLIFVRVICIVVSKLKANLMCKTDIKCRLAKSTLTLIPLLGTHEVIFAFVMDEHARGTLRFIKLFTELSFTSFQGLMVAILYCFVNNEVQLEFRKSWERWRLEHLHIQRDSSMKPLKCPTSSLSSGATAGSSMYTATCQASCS
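Stable HEK293 clone (constitutively active GLP-1R + cAMP-response luciferase); 200 cells/uL plated, 12 h pre-culture, compound 24 hr, 37 deg C/5% CO2; detection reagent 12 min RT; luminescence.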
KB-3-1 cytotox: qHTS assay for MDR1-selective chemotherapeutics: Primary screen using the parental adenocarcinoma cell KB-3-1; 400,000 compounds, 1.4% hits; KB-3-1 viability, CellTiter-Glo ATP luminescence, 72 h; Potency, µM (series often up to 46.1 µM), without a hit: at the highest dose activity change, negative = cytotoxic, hits mostly cytotoxic; also: % is scaled to controls: 0 for no effect and ±100 for the full control effect; nearly all actives have a fitted effect of over 60% in size
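Here the drug-naive KB-3-1 line serves as comparator for MDR sub-line selectivity; cells received compound titrations, 72 h at 37 °C, then CellTiter-Glo readout.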
HEK293 tox: qHTS of GLP-1 Receptor Inverse Agonists: Cytotox Screen. HEK293 cAMP-luciferase reporter cells, luminescence, 24 h. 410,000 compounds, 0.13% hits. AID 624418, 2012. Potency, µM (titrated, usually from 38.3 µM), without a hit: at the highest dose activity change, negative = inhibition, hits mostly inhibitors;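 also: loss of luciferase light is scored as toxicity; % is scaled to controls: 0 for no effect and ±100 for the full control effect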
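A 23 nL compound transfer followed 12 hours of cell culture at 37 deg C; exposure then lasted 24 hr. Luciferase assay detection reagent was dispensed and plates read for luminescence after a 12 min room-temperature wait.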
GLP-1R agonist: qHTS of GLP-1 Receptor Agonists; 380,000 compounds, 0.007% hits; AID 624172, 2012; HEK293 GLP-1R CRE-luciferase, luminescence, 4-6 h; cells express a hypersensitive GLP-1R form; Potency, µM (titrated, usually from 45.6 µM), for the others: at the top dose activation, usual class: activators; Glucagon-like peptide 1 receptor (Homo sapiens), P43220; also: % of control where 0% means no effect
HT1080NT lethal: qHTS for induction of synthetic lethality in tumor cells producing 2HG: qHTS for the HT-1080-NT fibrosarcoma cell line. HT-1080-NT fibrosarcoma viability, CellTiter-Glo ATP luminescence, 48 h. Potency, µM (series often up to 46.1 µM), for the others: at the top dose activity, negative = less viability, actives largely listed as cytotoxic. 360,000 compounds, 1.6% hits. AID 686970, 2013;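 also: NT is the 2HG producing partner of a matched IDH1 knockdown line; 0% = DMSO-treated cells and -100% = media-only wells without cells; nearly all actives have a fitted effect of over 55% in size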
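750 cells/well, RPMI + 5% FBS; 2 h settle, compound pin-transfer, 48 h at 37 degrees C. CellTiter-Glo 10 min RT, luminescence. Normalized to DMSO and media-only wells.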
KB-V1 MDR tox: qHTS assay for MDR1-selective chemotherapeutics: Primary screen using the drug-selected MDR subline cells KB-V1; 400,000 compounds, 3.4% hits; KB-V1 MDR cells viability, CellTiter-Glo, 72 h; Potency, µM (series often up to 46.1 µM), for inactives: at the top dose activity change, negative = cytotoxicity, hits mostly cytotoxic; also: % is scaled to controls: 0 for no effect and ±100 for the full control effect; nearly all actives have a fitted effect of over 60% in size
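KB-V1 MDR subline cells in DMEM (phenol-red free, 10% FBS) exposed to compounds in qHTS concentration series for 72 h at 37 degrees C. Viability read by CellTiter-Glo luminescence; concentration-effect curves fitted after normalization and correction.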
TDP-43 yeast inh: qHTS of TDP-43 Inhibitors | TDP-43 expressing yeast growth rescue, BacTiter-Glo, 24 h | Potency, µM (doses to about 46.1 µM), without a hit: at the highest dose growth rescue (activation), usual class: activators | 410,000 compounds, 1.8% hits; also: % of control where 0% means no effect; nearly all actives have a fitted effect of over 50% in size
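In this qHTS, compounds that restore growth of yeast expressing TDP-43 appear as activators. Cells (OD600=0.02, galactose medium, raffinose-pregrown) are incubated with compound 24 hr at 30 deg C and growth is quantified by BacTiter-Glo.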
HT1080 IDH1KD tx: qHTS for induction of synthetic lethality in tumor cells producing 2HG: qHTS for the HT-1080-IDH1KD cell line; HT-1080 IDH1 knockdown viability, ATP luminescence, 48 h; 360,000 compounds, 2% hits; Potency, µM (doses to about 46.1 µM), without a hit: at the top dose activity, negative = toxicity, hits mostly cytotoxic; AID 686971, 2013;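 also: 0% = DMSO wells and -100% = cell-free medium wells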
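CellTiter-Glo luminescence after 48 h compound exposure at 37 degrees C of IDH1-knockdown HT-1080 cells in 5% FBS RPMI. %Activity scaled between DMSO wells and cell-free media wells, with curves fitted and assigned curve classes.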
SW480 rereplic: A quantitative high throughput screen for small molecules that induce DNA re-replication in SW480 colon adenocarcinoma cells. SW480 DNA re-replication, Hoechst DNA content imaging, 48 h. 340,000 compounds, 1.8% hits. Potency, µM (series often up to 46.1 µM), without a hit: at the highest dose re-replication activation, most hits filed as activators. AID 624297, 2012; also: % of control where 0% means no effect; nearly all actives have a fitted effect of over 55% in size
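Cells (250 per well) received 23 nL compound or DMSO by pin tool and were kept 48 hr at 37 C, 5% CO2. Nuclei were then stained with Hoechst for 40 min and scanned for DNA content.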
Active calls of the source: *; ? = inconclusive; . = not tested or not shown; & = joins results of further samples; [ ] = another dose, or the depositor's remark. Calls follow the shape of the dose curve; as a rule, active = well fitted curve in the direction sought with a large enough effect; inconclusive = small, poorly fitted or top-dose-only effect, or another doubt; inactive = no such curve, though single readings can be large; an effect the other way counts as inactive or inconclusive. Potency is read from the fitted curve at half-maximal effect.

SMILES | GLP1R inv ag | KB-3-1 cytotox | HEK293 tox | GLP-1R agonist | HT1080NT lethal | KB-V1 MDR tox | TDP-43 yeast inh | HT1080 IDH1KD tx | SW480 rereplic
COc1ccc(OC)c(-c2nnc3n(Cc4ccc(C)cc4)c(=O)c4ccccc4n23)c1 | 0% | 0% | 1% | . | . | 0% | -2% | . | .
O=C(O)c1ccc(Cl)c(NC(=O)C2CCN(S(=O)(=O)c3cccs3)CC2)c1 | 16% | 1% | -8% | -1% | -6% | 26% | -5% | -5% | .
CN1/C(=C\C(=O)COC(=O)C2COc3ccccc3O2)C(C)(C)c2ccccc21 (centres undefined) | -17% | 13% | -2% | 1% | -12% | 18% | 6% | -22% | 2%
COc1ccc(C(C)(O)c2nc(-c3cccs3)cs2)cc1 (centres undefined) | ? | ? | -6% | 5% | -23% | ? | 21% | ? | .
O=C(CCCCn1c(=O)[nH]c2ccsc2c1=O)NCc1ccc2c(c1)OCO2 | 11% | -7% | -4% | -2% | 3% | 6% | -8% | -1% | -10%
CCS(=O)(=O)C1=NN2C(=N)/C(=C\c3ccc(OC(=O)c4ccco4)cc3)C(=O)N=C2S1 | 13% | 0% | 0% | -2% | 14% | -2% | 8% | 0% | 7%
CC1CC(C)CN(S(=O)(=O)c2cc3c4c(c2)CCC(=O)N4CCC3)C1 (centres undefined) | -1% | 0% | 14% | -6% | 1% | -22% | 28% | -1% | 1%
O=C(CCc1nc2ccccc2c(=O)[nH]1)Nc1nc(-c2cccs2)cs1 | 56%[activator] | -4% | 5% | 21% | -3% | -5% | -8% | -20% | ?
CCOC(=O)N1CCN(C(c2ccc(Cl)cc2)c2sc3nc(C)nn3c2O)CC1 (centres undefined) | -17% | 5% | -16% | 6% | -10% | 17% | 2% | -3% | 0%
COc1ccc(CNC(=O)[C@H](NC(=O)C2CCN(C(=O)[C@@H](N)CCSC)CC2)C(C)C)cc1 | 3% | 0% | -28% | 2% | -2% | 0% | 5% | 9% | -3%
C=CCn1c(-c2cccnc2Cl)nc2cc(Cl)c(Cl)cc21 | -44% | -23% | -27% | 10% | -22% | -20% | 27% | -24% | -11%
CC(C)c1cc(N2CCC(=O)NC2=O)cc(C(=O)O)c1O | 22% | 14% | 7% | -13% | 20% | 3% | 0% | 24% | 1%

The last two entries of the part above are carried over, then new ones follow.
SMILES | GLP1R inv ag | KB-3-1 cytotox | HEK293 tox | GLP-1R agonist | HT1080NT lethal | KB-V1 MDR tox | TDP-43 yeast inh | HT1080 IDH1KD tx | SW480 rereplic
C=CCn1c(-c2cccnc2Cl)nc2cc(Cl)c(Cl)cc21 | -44% | -23% | -27% | 10% | -22% | -20% | 27% | -24% | -11%
CC(C)c1cc(N2CCC(=O)NC2=O)cc(C(=O)O)c1O | 22% | 14% | 7% | -13% | 20% | 3% | 0% | 24% | 1%
Cc1nnc(N2C(=O)C(O)=C(C(=O)c3ccco3)C2c2cccc([N+](=O)[O-])c2)s1 (centres undefined) | 12% | 0% | -17% | 5% | 0% | 14% | 0% | -1% | -7%
COc1ccc(-c2nc(CN3CCC(C(=O)NCC4CCCO4)CC3)c(C)o2)cc1OC (centres undefined) | 28% | 14% | -6% | -1% | 14% | 2% | -5% | 18% | -5%
CCOC(=O)c1sc(=NC(=O)COc2ccc(Cl)cc2)n(C)c1C | -1% | 6% | 1% | 0% | 16% | -17% | -12% | 21% | 7%
COc1ccc(N(CC(=O)Nc2cccc(C(F)(F)F)c2)S(=O)(=O)c2c(C)[nH]c(=O)[nH]c2=O)cc1 | -20% | 6% | 0% | -1% | -1% | ? | -1% | -1% | 16%
CC(C)(C)c1ccc(S(=O)(=O)NC(=O)C2(C)CCN2C(=O)Cc2ccc(Cl)cc2Cl)cc1 (centres undefined) | ? | 0% | 1% | -4% | 7% | 1% | 0% | 16% | .
COc1ccc([N+](=O)[O-])cc1NC(=O)COC(C)=O | 2% | -11% | -12% | -3% | 4% | ? | 18% | 1% | -22%
COCCCn1c(=O)c2sccc2n2c(CCCC(=O)NCc3cccc(OC)c3)nnc12 | 1%&18% | 1% | -10%&0% | 4% | -1% | 20% | -7%&25% | -2% | -10%
O=C(O)C1CCCN(S(=O)(=O)c2ccc(Br)s2)C1 (centres undefined) | 6%[0.307 µM] | 5% | -2%[0.307 µM] | -5% | 15% | 0% | -7% | ? | -1%
COc1ccc(CCNS(=O)(=O)c2cn(C)c(=O)n(C)c2=O)cc1OC | 10% | 1% | -6% | 27% | 0% | 10% | 17% | 3% | -21%
COc1cccc(-c2nc3sc4c(c3c(=O)[nH]2)CCCCC4)c1 | 34%[activator] | 6% | 4% | 2% | 24% | 6% | ? | 21% | -3%
CN1CCC(CN)(N2CCN(c3ccccc3)CC2)CC1 | -30% | 5% | -2% | 2% | -24% | 16% | 12% | -7% | -11%
CC(Oc1ccc(Cl)cc1Cl)C(=O)Nc1ncccn1 (centres undefined) | 9% | 17% | -3% | 6% | 7% | 5% | 0% | 0% | -4%

Some entries already given, reduced to KB-3-1 cytotox:
structure,KB-3-1 cytotox
Cc1nnc(N2C(=O)C(O)=C(C(=O)c3ccco3)C2c2cccc([N+](=O)[O-])c2)s1 (centres undefined),0%
CC(C)(C)c1ccc(S(=O)(=O)NC(=O)C2(C)CCN2C(=O)Cc2ccc(Cl)cc2Cl)cc1 (centres undefined),0%
COc1cccc(-c2nc3sc4c(c3c(=O)[nH]2)CCCCC4)c1,6%
CN1CCC(CN)(N2CCN(c3ccccc3)CC2)CC1,5%

Carrying on.
SMILES | GLP1R inv ag | KB-3-1 cytotox | HEK293 tox | GLP-1R agonist | HT1080NT lethal | KB-V1 MDR tox | TDP-43 yeast inh | HT1080 IDH1KD tx | SW480 rereplic
C/C(=N/NC(=O)c1nnn(-c2nonc2N)c1COc1ccccc1)c1ccc(O)cc1 | -29% | -11% | 2% | 2% | -23% | 0% | -14% | -21% | 237%
Cc1c(O)ccc(/C=N/Nc2ncccc2[N+](=O)[O-])c1O | -17% | ? | 10% | -12% | ? | ? | -25% | -20% | -1%
Cc1ccc(C)c(OCCn2nnc3ccccc32)c1 | ? | -10% | 4% | 7% | 6% | ? | ? | 0% | -4%
COc1cc(C(=O)OCc2cc3ccccc3[nH]c2=O)cc(OC)c1OC | 3% | 10% | -17% | 0% | 7% | 7% | -3% | 4% | -2%
Cc1cc(NC(=O)CSc2nnc(-c3ccccc3)n2Cc2ccco2)no1 | 1% | 5% | -2% | 6% | 14% | -3% | 2% | 25% | -2%
COc1ccc(NC(=O)NC[C@@H]2CC[C@@H](Cc3ccc(-c4ccccc4)cc3)O2)cc1 | 4% | -9% | 2% | 9% | 1% | ? | 24% | 0% | ?
Cc1nn2c(=O)cc(CSc3ccccc3NC(=O)c3ccccc3)nc2s1 | 8% | -13% | -4% | 2% | 7% | -15% | -24% | 2% | 2%
C=CCOc1ccc(C2NC(=S)NC(C)=C2C(=O)c2ccccc2)cc1OC (centres undefined) | -19% | 2% | -4% | 3% | -8% | -2% | -6% | -4% | 12%
CCOc1cc(C(=O)Nc2cc(C(=O)OC)ccc2C)ccc1OCC(=O)N1CCOCC1 | 2% | 0% | 7% | 0% | ? | -2% | 14% | 0% | -18%
O=S1(=O)N=C(N(Cc2cccs2)c2ccc(O)cc2)c2ccccc21 | ? | -7% | -8% | -5% | -3% | -6% | -9% | -3% | -133%[inhibitor]
CN1CCCN(C(=O)c2cccc(Cl)c2)CC1 | 17% | -3% | 2% | 2% | -2% | -6% | 29% | 2% | 4%
Cc1nn(CC(=O)NCCN2CCCCC2C)c(=O)c2cc(-c3ccccc3)nn12 (centres undefined) | -22% | 1% | -27% | 2% | 6% | 14% | 13% | 0% | -10%
CCC(=O)Nc1ccc(Nc2nc(C)c([N+](=O)[O-])c(Nc3ccc(NC(=O)CC)cc3)n2)cc1 | -9% | 18% | ? | 14% | 6% | ? | 26% | -3% | -3%
COc1ccc(N/C=C/C(=O)C(C)(C)C)cc1 | -20% | 1% | -6% | 9% | ? | 21% | -14%[0.397 µM] | ? | -4%
CCCCN(c1ccccc1)S(=O)(=O)N(C)C | -11%[7.66 µM] | 8% | -6%[7.66 µM] | 0% | 14% | 10% | -23%[9.22 µM] | 19% | 0%
Nn1c(SCC(=O)N2CCOCC2)nnc1-c1ccc(Cl)cc1Cl | 0% | 4% | 2% | -7% | -1% | 5% | 9% | 0% | -17%
O=C(/C(C=Nc1cc2c(oc1=O)CCCC2=O)=C(\O)c1ccccc1)c1ccccc1 | -27% | 2% | 4% | 1% | 2% | 3% | ? | 0% | -29%
CNC(=S)NNc1ccccc1[N+](=O)[O-] | -1%[0.307 µM] | -2% | -3%[0.307 µM] | 0% | 0% | 12% | -18% | 1% | 0%
COc1ccc(NC(=O)CSC2=Nc3ccccc3C3=NC(CC(=O)NCc4ccccc4OC)C(=O)N23)cc1Cl (centres undefined) | 26% | 0% | -10% | . | . | -8% | -4% | . | .
CC(CN(C)Cc1ccccc1)OC(=O)c1cccc(F)c1 (centres undefined) | -13% | 0% | -2% | -8% | 7% | -5% | 19% | 6% | 2%
COc1cc(C(=O)O)ccc1Cl | -5% | ? | 4% | -1% | 18% | 16% | 5% | -3% | -4%
CCOC(=O)C1CCN(CCC(=O)Nc2cccc(Cl)c2C)CC1 | -2% | 3% | 1% | -12% | 10% | 19% | -12% | -1% | -2%
COc1ccc(Cc2nnc(SCC(=O)Nc3ccc(C)cc3C)[nH]c2=O)cc1 | -18% | 0% | -1% | 4% | -1% | 5% | 14% | -5% | -5%
